High-throughput results from PubChem BioAssay.
STEP block – blocks human striatal-enriched tyrosine phosphatase; recombinant STEP, OMFP fluorogenic substrate, fluorescence; AID 588621; actives 0.25% (n = 360,000); P54829; inhibition, % at 20 µM;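 active = inhibition at 20 µM, scaled per plate between control wells, above about 37%, limit read from the data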;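 also: 0% = DMSO with enzyme and substrate and 100% = substrate only without enzyme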
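Assay system: isolated STEP enzyme. Buffer or medium: pH 6.0 Bis-Tris with DTT and Tween 20. Also added: fluorogenic phosphatase substrate OMFP at 25 µM final. Dosing: 20 µM, 1% DMSO. Timing: 20 min reaction, room temperature, in the dark. Measured by: fluorescence intensity, excitation 480 nm, emission 540 nm. Evaluation: normalized % inhibition.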
Scp1 inh – inhibitors of human Scp-1 phosphatase; Q9GZU7; Recombinant Scp1, phosphopeptide, malachite green phosphate absorbance; inhibition, % at 20 µM; actives 0.88% (n = 340,000); AID 493091;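 active = inhibition above about 50% at 20 µM, limit read from the data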;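 also: plate controls were DMSO wells with enzyme for no effect and wells lacking enzyme for full effect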
Target sequence (Q9GZU7 76-261 limits assumed): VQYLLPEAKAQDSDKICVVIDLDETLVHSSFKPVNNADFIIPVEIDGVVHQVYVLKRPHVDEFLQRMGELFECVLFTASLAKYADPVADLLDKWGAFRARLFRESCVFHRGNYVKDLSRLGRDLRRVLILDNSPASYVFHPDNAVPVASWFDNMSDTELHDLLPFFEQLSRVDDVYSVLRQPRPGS
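Test system: SCP-1 catalytic domain; Buffer or medium: Acidic Tris acetate buffer with magnesium and detergent; Also added: Phosphorylated 17-residue peptide substrate; Compound: single 20 µM dose, 1% DMSO; Schedule: enzyme reaction 45 min at room temperature, colour 5 min, stabilisation 30 min; Signal: Phosphate-binding colour reagent, absorbance read at 630 nm.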
NRP1-CendR mod – modulators of CendR peptide binding to human neuropilin-1; AID 602438; FAM-RPARPAR peptide binding to NRP-1, fluorescence polarization; inhibition, % at 25 µM; actives 0.85% (n = 360,000); O14786;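 active = inhibition or corrected inhibition above about 18%, plus a signal ratio from 0.5 to 1.5, limit read from the data, passing the limit was not always enough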; also: strong numbers were not always called active
DNMT1 block – DNMT1 (human) enzyme inhibition; DNMT1 molecular beacon, Hinp1I cleavage, fluorescence; inhibition (reported as % activation of signal), % at 10 µM; actives 0.83% (n = 360,000); AID 588458; in the data active = inhibition above about 50%
SUMO1 PPI mod – modulators of human SUMO1-mediated protein-protein interactions | SUMO1 binding to a labelled peptide, TR-FRET, 1 h | P63165 | inhibition, % at 20 µM | actives 0.33% (n = 360,000); in the data active = inhibition above about 37%
Target sequence (P63165 whole entry, looked up): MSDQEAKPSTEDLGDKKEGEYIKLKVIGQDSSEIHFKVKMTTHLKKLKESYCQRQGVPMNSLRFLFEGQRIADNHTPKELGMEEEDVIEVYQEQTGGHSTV
MT1-MMP act inh – inhibitors of human MT1-MMP activation; HT1080 RFP-PRO-GFP cells, GFP/RFP ratio fluorescence, overnight; percent of plate control window, DMSO zero; GFP/RFP ratio change, % at 20 µM; actives 0.061% (n = 360,000); AID 651647;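 active = GFP/RFP ratio change of at least 30% with cell ATP level not reduced by more than half and red fluorescence within 50% of control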; also: strong numbers were not always called active
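Assay system: HT1080 RFP-PRO-GFP cells | Dosing: 20 µM single dose, 1% DMSO | Incubation: Cells overnight before dosing, compound overnight, 37 °C, 5% CO2 | Evaluation: GFP/RFP fluorescence ratio | Control set: DMSO-only wells and HT1080 RFP-L50D-GFP cell wells as references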
NadD inh – NadD (S. aureus) enzyme inhibition. purified NadD enzyme, colorimetric absorbance read-out. inhibition, % at 20 µM. actives 0.78% (n = 360,000); in the data active = inhibition above about 26%; also: some compounds past the cut are filed as inactive
SKN-1 inh – C. elegans SKN-1 inhibition; C. elegans VP596 Pgst-4::GFP/RFP ratio, acrylamide-induced, 24 h; inhibition, % at 21.8 µM; actives 0.49% (n = 360,000);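 active = interference check ratio from 0.5 to 1.5 plus GFP to RFP signal ratio inhibition reaching or exceeding a fixed threshold, cut at about 30% in these data, passing the limit was not always enough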; also: some compounds called inactive have numbers as strong as hits
Rpn11 block – Rpn11 (human) deubiquitinase inhibition; AID 588493; actives 0.59% (n = 360,000); human 26S proteasome, Ub4-pepOG fluorescence polarization; 20S core pre-blocked with epoxomicin; O00487; calls only at 20 µM;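 active = inhibition at 20 µM, scaled to each plate's controls, above about 33%, limit read from the data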
Target sequence (O00487 whole entry, looked up): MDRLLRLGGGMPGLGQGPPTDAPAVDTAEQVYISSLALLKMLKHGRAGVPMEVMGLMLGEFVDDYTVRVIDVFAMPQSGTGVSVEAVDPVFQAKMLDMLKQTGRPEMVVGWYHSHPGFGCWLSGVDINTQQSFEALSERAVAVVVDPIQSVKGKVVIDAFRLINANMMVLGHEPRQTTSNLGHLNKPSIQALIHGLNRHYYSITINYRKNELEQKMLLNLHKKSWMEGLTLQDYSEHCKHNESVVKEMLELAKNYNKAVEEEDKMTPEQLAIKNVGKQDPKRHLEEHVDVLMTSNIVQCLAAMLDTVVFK
LMPTP block – blocks human LMPTP phosphatase. P24666. inhibition, % at 20 µM. actives 0.22% (n = 360,000). AID 651560. recombinant LMPTP-A, OMFP fluorogenic substrate, fluorescence intensity;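 active = compounds that cut the enzyme signal by at least half of the control window in the single-dose screen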;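 also: plate controls were DMSO wells with enzyme plus substrate for no effect and substrate without enzyme for full effect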
Target sequence (P24666 whole entry, looked up): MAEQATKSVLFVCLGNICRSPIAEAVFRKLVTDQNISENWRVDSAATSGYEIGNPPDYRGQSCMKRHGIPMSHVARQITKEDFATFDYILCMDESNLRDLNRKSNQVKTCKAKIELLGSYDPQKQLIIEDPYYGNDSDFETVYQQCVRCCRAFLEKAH
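Assay system: LMPTP-A phosphatase enzyme | Input: 0.625 nM enzyme | Also added: Fluorogenic phosphatase substrate OMFP at 400 µM final | Compound dosing: One test concentration per compound, 20 µM, with 3% DMSO overall | Schedule: 50 min enzyme reaction at room temperature, protected from light | Signal: Fluorescence intensity | Benchmarks: no-enzyme and uninhibited controls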
* hit, by the source's call; i = inactive; nt = not tested or not shown.

SMILES	STEP block	Scp1 inh	NRP1-CendR mod	DNMT1 block	SUMO1 PPI mod	MT1-MMP act inh	NadD inh	SKN-1 inh	Rpn11 block	LMPTP block
CCOC(=O)C1=C(COC(=O)C2CC(=O)N(c3ccc(CC)cc3)C2)NC(=O)NC1C (stereo not drawn)	-2.4	-4.3	-4.3	-19.8	1.3	2.3	1.1	10.8	i	-1.0
CC(=N\Nc1ccc(Cl)cc1)/C(=N/O)C(=O)Nc1ccccc1	-7.0	-9.8	-0.2	-6.6	-6.4	-2.7	-1.1	-5.4	i	-0.5
CCCCOc1ccc(NC(=O)CCSc2nccn2C)cc1	4.8	6.1	6.7	1.6	2.0	6.6	4.6	-6.3	i	-2.2
CCOC(=O)n1c2ccccc2c(=O)n1CCO	2.8	nt	13.4	-1.7	4.2	5.3	0.6	-4.7	i	0.8
Nc1ccn(Cc2ccccc2)n1	-1.9	-4.6	16.5	6.8	4.2	-0.1	-1.5	-18.9	i	-2.2
Cc1ccc(Nc2nnc(SCC(=O)Nc3cccc(S(=O)(=O)NC4=NCCCCC4)c3)s2)cc1	0.1	-0.2	-1.6	-2.5	-1.1	-2.1	5.7	8.4	i	-0.3
COc1cc(C(C)=O)ccc1OCC(O)CN1CCN(c2c(C)cccc2C)CC1 (stereo not drawn)	1.5	-7.0	15.0	-0.6	1.0	1.5	-8.6	-1.8	i	-0.6
O=C(CN1C(=O)S/C(=C\c2ccccc2F)C1=O)NCCCn1ccnc1	-1.2	-6.2	11.9	2.2	-36.5	1.5	3.0	8.1	i	-2.6
CCc1nc2ccc(C(=O)N3CCN(c4ccc(Cl)cc4)CC3)cc2nc1CC	4.0	-5.3	11.2	-3.0	-0.6	5.0	1.7	1.5	i	1.9
Cn1cc(C(=O)NCc2ccc(F)cc2)c(=O)c2cc(S(=O)(=O)N3CCCCC3)ccc21	-0.1	0.1	-6.5	-1.5	-2.2	3.6	1.2	-1.2	i	0.1
C(=N\NC1=Nc2cccc3cccc1c23)/c1ccccn1	5.9	-8.1	-73.0	-5.2	-14.6	-16.2	1.8	7.0	nt	4.6
Cc1cc(C)n2nc(C(=O)N3CCCC(Nc4ccc(C(C)C)cc4)C3)cc2n1 (stereo not drawn)	-2.1	-5.3	6.9	1.7	2.9	1.2	-2.5	1.5	i	0.5
C=CCSc1nc2sc3c(c2c(=O)n1CC=C)CCc1ccccc1-3	2.6	-9.4	-9.8	-2.0	-2.1	-2.3	3.4	2.5	i	1.5
CC1CN(C(=O)c2ccc([N+](=O)[O-])s2)CC(C)O1 (stereo not drawn)	-0.1	-6.5	0.5	-2.4	-39.9	0.7	-3.0	-7.9	i	0.4
NC(=O)c1cc([N+](=O)[O-])ccc1NCc1cccc(N)c1	-2.3	1.7	15.7	-0.5	-29.2	3.2	-1.3	0.8	i	-1.6
O=C(NCc1nc(-c2ccc(C(F)(F)F)cc2)no1)Nc1ccc(OC(F)(F)F)cc1	0.8	-9.5	11.9	-19.0	-1.3	0.8	-8.4	-15.8	i	3.1
CC(C)Oc1cc(N)c(Cl)cc1Cl	0.3	-4.2	-15.4	-2.1	1.8	0.8	4.1	-0.8	i	-1.2
Cc1cc2oc(C(=O)N(Cc3ccccc3)C3CCS(=O)(=O)C3)cc(=O)c2cc1Cl (stereo not drawn)	-0.7	-1.5	-0.7	-16.9	-5.1	18.1	0.9	4.2	i	-1.1
CC(=O)c1c(C)cc(C)c(CSc2ccccn2)c1C	-0.7	-3.0	-4.7	-4.8	3.1	-5.9	1.0	5.4	i	-0.4
O=C(Cc1c(F)c(F)c(F)c(F)c1F)Nc1nc(-c2ccccc2)cs1	1.3	-7.2	17.3	-6.3	2.6	3.7	-5.9	12.5	i	3.0
CN(C1CCCCC1)S(=O)(=O)c1ccc(C(=O)N2CCN(c3nc4ccccc4s3)CC2)cc1	0.5	1.1	-7.8	-4.0	3.2	0.5	5.5	-5.5	i	0.9
CCc1ccc(C(=O)CSc2nnc(C)c(=O)[nH]2)cc1	-1.0	-6.3	4.9	2.0	-0.3	-2.3	5.1	0.1	i	-0.7
Cc1ccccc1-n1ncc2c(SCC(=O)NCc3cccs3)ncnc21	-3.1	-5.7	19.6	-2.0	-1.0	-6.9	-1.8	31.9	i	0.2
CN(C(=O)c1cccc(NC(=O)Cc2cccc(NC(=O)C3CCCN(C(=O)c4ccccc4)C3)c2)c1)C1CCC1 (stereo not drawn)	0.5	4.1	-1.8	7.2	-2.2	-1.5	8.8	-9.9	i	-1.3
N#CC1=C(N)OC2=C(C(=O)CCC2)C1c1ccoc1 (stereo not drawn)	0.0	3.1	-4.0	-0.7	3.5	0.2	-4.2	2.5	i	0.6

3 compounds from above, ordered by their value in MT1-MMP act inh, descending.
mol | Scp1 inh | NRP1-CendR mod | DNMT1 block | SUMO1 PPI mod | MT1-MMP act inh | NadD inh | SKN-1 inh | Rpn11 block | LMPTP block
Cc1cc2oc(C(=O)N(Cc3ccccc3)C3CCS(=O)(=O)C3)cc(=O)c2cc1Cl (stereo not drawn) | -1.5 | -0.7 | -16.9 | -5.1 | 18.1 | 0.9 | 4.2 | i | -1.1
Nc1ccn(Cc2ccccc2)n1 | -4.6 | 16.5 | 6.8 | 4.2 | -0.1 | -1.5 | -18.9 | i | -2.2
CN(C(=O)c1cccc(NC(=O)Cc2cccc(NC(=O)C3CCCN(C(=O)c4ccccc4)C3)c2)c1)C1CCC1 (stereo not drawn) | 4.1 | -1.8 | 7.2 | -2.2 | -1.5 | 8.8 | -9.9 | i | -1.3

(listing goes on)
SMILES	STEP block	Scp1 inh	NRP1-CendR mod	DNMT1 block	SUMO1 PPI mod	MT1-MMP act inh	NadD inh	SKN-1 inh	Rpn11 block	LMPTP block
CCOc1ccc2[nH]c3nc(SCC(=O)NCC4CCCO4)nnc3c2c1 (stereo not drawn)	-0.9	2.6	-8.2	-1.1	-5.7	-0.9	0.3	6.6	i	0.6
COC(=O)c1ccc2[nH]c(C(C)(C)O)c(C)c2c1	0.6	-10.3	16.6	0.9	19.4	6.3	-2.9	14.1	i	0.6
Cc1cc(C)cc(NC(=S)NN)c1	-0.5	-4.7	5.7	-0.2	-1.8	1.2	-2.9	-6.9	i	1.2
Cc1ccc2nc(N(CCCN(C)C)C(=O)c3ccc4ncsc4c3)sc2c1	-0.9	-4.0	10.5	-0.7	-4.0	-2.3	-7.3	-4.0	i	-1.8
COc1ccccc1OCC(=O)Nc1cc(S(=O)(=O)N2CCOCC2)ccc1N1CCCCC1	6.0	2.6	-1.5	-6.4	-0.6	-3.9	2.1	11.3	i	3.3
O=C(NC1CC2CCCC(C1)N2S(=O)(=O)c1ccccc1)C1CCCCC1 (stereo not drawn)	1.0	-0.1	-10.5	7.8	-3.0	-0.9	-2.3	-3.9	i	-0.3
O=C(/C=C/c1ccc2c(c1)OCCO2)c1ccc(O)cc1	-0.9	-10.4	-64.5	-0.3	-16.4	-8.9	-10.6	6.0	i	0.0
Cc1nn(C)cc1CNCc1ccc(OCC(O)CN(C)Cc2ccccc2)cc1 (stereo not drawn)	-2.1	-6.0	-5.1	2.1	-0.1	-0.1	-1.1	-5.3	i	1.7
O=S(=O)(Nc1ccccc1N1CCOCC1)c1cccs1	7.9	-5.2	-16.4	-2.2	-1.0	0.6	-2.0	-8.5	i	0.4
Cc1ccc(S(=O)(=O)N2CCN(Cc3cc(C(C)C)ccc3O)CC2)cc1	0.5	-2.2	13.9	-4.8	-1.8	-7.6	-3.8	33.0	i	4.2
COc1ccc(NC(=S)N2CCN(S(=O)(=O)c3ccc(F)cc3)CC2)cc1OC	1.8	3.8	6.7	3.1	-3.2	-2.7	-2.3	1.6	i	-0.4
Cc1ccc(C(=O)NCC(=O)Nc2ccc(Cl)cc2)s1	-0.6	-1.1	10.1	-3.8	-0.1	1.4	-1.2	16.7	i	-0.9
COc1ccc(NS(=O)(=O)c2ccc(OCC(=O)N3CCOCC3)cc2)cc1Cl	-1.3	-6.7	3.5	1.3	2.8	-0.1	-1.0	5.8	i	-0.7
CCOC(=O)c1sc(NC(=O)c2c(CC)noc2C)nc1C	-1.9	-4.8	-5.4	1.8	3.0	-2.5	-4.5	14.0	i	-0.9
CCc1ccc(CCC(=O)N2CCN(S(=O)(=O)c3sc(C(=O)O)c(C)c3C(=O)O)CC2)cc1	-1.8	13.4	-19.3	10.6	6.5	0.7	-6.0	-4.8	i	-2.2
COc1ccc(C(=O)Nc2sc3c(c2C(=O)NCc2ccco2)CCCC3)cc1OC	2.9	-10.4	2.5	2.0	0.1	4.5	-11.9	-17.8	i	1.1
O=C(CCC(=O)N1CCN(S(=O)(=O)c2cccc(F)c2)CC1)c1cccs1	0.0	-3.5	7.1	4.8	-0.9	-6.7	-10.4	-4.9	i	-2.3
FC(F)(F)c1cccc(CN2CCCCCC2)c1	0.1	-4.3	6.4	0.6	-2.2	0.7	9.0	10.1	i	-2.8
COc1cc(NC(=O)CN(C)Cc2cccc(F)c2)c(C)cc1[N+](=O)[O-]	2.8	-2.6	2.3	-0.2	0.9	2.7	-5.7	-8.9	i	0.2
Cc1ccnc(SCC(=O)N2CCC(C(N)=O)CC2)n1	-5.0	-26.9	-12.8	3.9	2.4	-0.1	1.6	-0.5	i	-1.6
Fc1ccccc1N1CCN(C(c2ccncc2)c2nnnn2C2CCCC2)CC1 (stereo not drawn)	1.0	-9.8	6.9	-0.3	-9.9	-7.0	3.3	6.1	i	-0.8
Cc1cccc(NC(=O)CSc2nc3ccccc3c(=O)n2CC2CCCO2)c1 (stereo not drawn)	-3.4	-6.5	-3.3	-1.6	3.3	-2.2	-4.6	2.9	i	0.7
CC1CCN(S(=O)(=O)c2cc3c4c(c2)CCN4C(=O)CC3)CC1	2.8	-0.6	-3.0	4.1	6.7	3.2	1.6	11.8	i	-0.1
CC(NS(=O)(=O)c1cccc(C(=O)O)c1)C12CC3CC(CC(C3)C1)C2 (stereo not drawn)	3.0	22.5	-4.3	4.6	1.9	-4.5	0.6	3.2	i	0.4
CC(=O)Nc1ccc(NC(=O)C2CCCN2C(=O)NC2CCCCC2)cc1 (stereo not drawn)	-0.4	-4.9	-3.5	2.5	8.2	0.9	-1.5	-8.4	i	0.1
CC1CCN(C(=O)CSCC(=O)O)CC1	0.8	3.6	-0.8	1.3	1.9	0.5	-5.0	4.8	i	-2.5
Cc1ccc(C)c(-c2csc(NC(=O)C3=COCCO3)n2)c1	1.6	-1.1	-18.7	-1.6	4.1	-1.3	-1.7	15.9	i	1.5
